# Compound activity (PubChem BioAssay)
# tim23-1 inh: growth inhibitors of tim23-1 mutant yeast | AID 463212 | 330,000 tested, 1.3% active | inhibition, % at 20 µM | S. cerevisiae tim23-1 growth, BacTiter-Glo luminescence, 24 h;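 active = growth inhibition of the mutant yeast at or above 50%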;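 note: temperature-sensitive mutant grown at 25 °C; plate controls were DMSO-treated mutant yeast for no effect and medium wells lacking yeast for full effect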
# APJ antag: antagonists of human APJ apelin receptor; P35414; CHO-K1 APJ beta-arrestin complementation, luminescence; inhibition, % at 20 µM; 330,000 tested, 0.32% active; AID 2521;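 active = inhibition above about 40% at 20 µM, limit read from the data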;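 note: cells challenged with 10 nM apelin-13 agonist together with compound; plate controls were apelin-13 plus DMSO wells for no effect and DMSO wells lacking apelin-13 for full effect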
# Target sequence (P35414 whole entry, looked up): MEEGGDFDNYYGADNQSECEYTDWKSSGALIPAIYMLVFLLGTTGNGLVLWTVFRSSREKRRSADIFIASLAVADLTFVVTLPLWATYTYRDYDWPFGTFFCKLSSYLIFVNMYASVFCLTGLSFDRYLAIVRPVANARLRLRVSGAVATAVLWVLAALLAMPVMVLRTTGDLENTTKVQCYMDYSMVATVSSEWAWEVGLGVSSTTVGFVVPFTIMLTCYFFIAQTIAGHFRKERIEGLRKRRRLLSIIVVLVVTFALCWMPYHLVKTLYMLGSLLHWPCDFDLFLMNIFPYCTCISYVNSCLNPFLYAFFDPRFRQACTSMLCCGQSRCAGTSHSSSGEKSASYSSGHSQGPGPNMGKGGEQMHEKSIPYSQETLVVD
# UPR XBP1 act: adaptive UPR (XBP1) activation | CHO-XBP1 luciferase reporter, IRE1-XBP1 UPR activation, luminescence; percent of tunicamycin response, DMSO as zero | activation, % at 20 µM | 330,000 tested, 0.33% active | AID 463104;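 active = versus positive control, 20 µM dose yields 30% or more activation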;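 note: 100% = tunicamycin at 10 µg/mL and 0% = DMSO only wells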
#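 Test system: CHO-XBP1 luciferase reporter cells | Buffer or medium: Serum-containing F12 medium, 10% FBS | Schedule: 6 h compound exposure at 37 °C, 5% CO2 | Detection: Steady-Glo luciferase glow luminescence, 10 min after reagent addition | Read-out basis: Activation, % of tunicamycin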
# CCR6 antag: antagonists of human CCR6 receptor; CHO-K1 CCR6 PathHunter beta-arrestin, luminescence, CCL20-stimulated; inhibition, % at 20 µM; 340,000 tested, 0.49% active; AID 493098;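 active = compounds whose inhibition of the agonist-driven luminescence signal at 20 µM reaches about 50%, limit read from the data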;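 note: cells stimulated with CCL20 at 14 nM final; plate controls were DMSO with CCL20 for no effect and DMSO without agonist for full effect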
# Target sequence (P51684 whole entry, looked up): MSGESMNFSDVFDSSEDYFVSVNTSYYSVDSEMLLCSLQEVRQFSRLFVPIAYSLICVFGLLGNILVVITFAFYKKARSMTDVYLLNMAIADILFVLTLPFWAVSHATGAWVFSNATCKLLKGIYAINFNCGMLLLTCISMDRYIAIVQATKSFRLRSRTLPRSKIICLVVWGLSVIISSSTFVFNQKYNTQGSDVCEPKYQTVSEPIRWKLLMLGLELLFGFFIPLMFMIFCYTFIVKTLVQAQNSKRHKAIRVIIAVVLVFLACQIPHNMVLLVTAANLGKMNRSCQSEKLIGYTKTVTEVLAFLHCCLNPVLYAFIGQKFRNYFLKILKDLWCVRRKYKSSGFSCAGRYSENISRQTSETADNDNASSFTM
# CHOP UPR activ: activators of apoptotic arm of unfolded protein response (CHOP); CHO-CHOP luciferase reporter, UPR activation, luminescence; percent of tunicamycin response over DMSO baseline; activation, % at 10 µM; 330,000 tested, 0.34% active; AID 449763;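 active = at 10 µM dose, activation of 40% or more, normalized to positive control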;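 note: 100% = tunicamycin at 10 µg/mL and 0% = DMSO alone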
#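 System: CHO CHOP reporter cells. Amount: 500 cells per well. Buffer or medium: F12 medium, 10% FBS. Compound dosing: one dose, 10 µM in 0.5% DMSO. Incubation: 6 h compound exposure at 37 °C after overnight seeding. Technique: Steady-Glo luciferase luminescence. Benchmarks: tunicamycin and DMSO controls.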
# Mdm2-MdmX inh: disrupts the human Mdm2-MdmX interaction | O15151+Q00987 | SaOS-2 split-luciferase Mdm2/MdmX complementation, luminescence | inhibition, % at 8 µM | 330,000 tested, 3% active | AID 485346;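 active = inhibition of at least 50% at 8 µM in the primary screen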
# EBI2 antag: antagonists of human EBI2 receptor | P32249 | EBI2 beta-arrestin recruitment, luminescence, 7a,25-OHC stimulated | inhibition, % at 5 µM | 360,000 tested, 0.81% active | AID 651636; in the data active = inhibition above about 38%;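 note: enzyme fragment complementation signal reports receptor beta-arrestin coupling in cells; 0% = agonist plus DMSO wells and 100% = wells without agonist; some results beyond the cut were filed as inactive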
# APJ ag: agonists of human APJ apelin receptor. P35414. CHO-K1 APJ PathHunter beta-arrestin, luminescence; 0% DMSO wells, 100% apelin. activation, % at 20 µM. 330,000 tested, 0.11% active;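 active = activation more than six SD over the plate average, tested at 20 µM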;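 note: 0% = DMSO alone and 100% = apelin-13 at 10 nM; some results filed as inactive read as strong as hits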
#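 Assay system – PathHunter CHO-K1 APJ (AGTRL-1) beta-arrestin reporter cells · Compound – one dose, 20 µM compound, 1% DMSO · Timing – compound 90 min 25 °C, reagent 1 h · Measured by – luminescence from split beta-galactosidase complementation, Galacton Star/Emerald II substrate · Measure – beta-arrestin recruitment to APJ as agonist activity, luminescent signal · Benchmarks – DMSO vs Apelin-13 10 nM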
# CXCR6 inh: blocks human CXCR6 beta-arrestin recruitment; O00574; CHO-K1 PathHunter CXCR6 beta-arrestin, luminescence; inhibition, % at 20 µM; 360,000 tested, 0.36% active; AID 602244; in the data active = inhibition above about 34%, passing the limit was not always enough;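 note: antagonist mode with CXCL16 agonist at 10 nM final; 0% = 10 nM CXCL16 with DMSO and 100% = unstimulated wells without agonist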
# Target sequence (O00574 whole entry, looked up): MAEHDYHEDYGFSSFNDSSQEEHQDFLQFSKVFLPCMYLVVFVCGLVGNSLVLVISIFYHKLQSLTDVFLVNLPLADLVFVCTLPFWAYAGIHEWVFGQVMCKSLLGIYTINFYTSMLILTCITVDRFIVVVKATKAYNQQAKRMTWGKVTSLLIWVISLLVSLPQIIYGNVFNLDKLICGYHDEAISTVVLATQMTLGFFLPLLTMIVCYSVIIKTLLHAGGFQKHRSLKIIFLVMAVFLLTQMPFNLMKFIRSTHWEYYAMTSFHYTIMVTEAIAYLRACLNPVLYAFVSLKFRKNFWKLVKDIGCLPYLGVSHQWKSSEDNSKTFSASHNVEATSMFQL
# The depositor's hits bear a star; . = no result given. These rows are one share of the data (hit frequency here may not be typical).
SMILES,tim23-1 inh,APJ antag,UPR XBP1 act,CCR6 antag,CHOP UPR activ,Mdm2-MdmX inh,EBI2 antag,APJ ag,CXCR6 inh
CCCOc1ccccc1-c1nc(SCCC(=O)O)n[nH]1,-3,15,-1,1,-1.5,-10,-13,-2,-4
C=C(C)c1cccc(C(C)(C)NC(=O)NCCCn2ccnc2)c1,19,10,-1,-9,-1.3,11,-8,1,-8
CC(=O)c1ccc(OCC(O)CN2CCN(Cc3ccccc3)CC2)cc1 (stereo unspecified),-11,-12,-1,-5,4.5,-17,-2,-3,2
CC[C@]12c3[nH]c4ccc(OC)cc4c3CCN1C(=O)C(CC(=O)NCCCOC)C[C@@H]2C(=O)N1CCN(C(=O)c2ccco2)CC1 (stereo partly specified),32,.,0,8,1.6,21,-7,.,0
CCOCCOC(=O)c1ccc(NC(=O)C2COc3ccccc3O2)cc1 (stereo unspecified),41,9,0,16,2.6,10,19,-3,3
C=CCNC(=O)COc1ccccc1C#N,8,1,3,-3,0.6,-3,-13,-1,0
Cc1c(Cl)cccc1NC(=O)c1cc(-c2ccccc2O)n[nH]1,-11,18,7,-11,-0.3,-13,15,-2,-11
c1ccc2c(c1)oc1c(Nc3ccc4c(c3)OCO4)ncnc12,-3,-20,9,3,1.4,-32,7,11,0
N#CC1=C(N)OC2=C(CCc3ccccc32)C1c1ccccc1 (stereo unspecified),47,-20,26,3,4.5,74*,-17,0,10
CC(O)[C@H]1CNC(=O)C(=O)N1CCCCC1CCCCC1 (stereo partly specified),14,12,-1,4,-1.4,12,6,0,0
O=C1C=CC(=O)N1Nc1ccc(Br)cc1,-6,9,1,6,1.2,-1,-6,-4,6
C=CCOc1ccc(/C=C2\SC(=S)N(NS(=O)(=O)c3ccccc3)C2=O)cc1,60*,-4,-2,17,-0.2,10,-3,-3,7
c1ccc2cc(CSCc3nc4ccccc4[nH]3)ccc2c1,48,2,0,7,1.7,-16,-2,-3,-10
Cc1ccc(Oc2ccc(/C=N/O)cn2)cc1,15,13,1,-12,0.5,7,39,-9,6
Cc1nn(S(=O)(=O)c2cccc([N+](=O)[O-])c2)c(C)c1S(=O)(=O)N1CCOCC1,-1,0,-2,2,1.1,12,-5,-2,5
O=C(CCN1C(=O)C2CC=CCC2C1=O)Nc1nc(-c2ccc(F)c(F)c2)cs1 (stereo unspecified),13,6,-2,2,2.3,-6,-4,2,-1
CNC(=O)COC(=O)C1CCN(S(=O)(=O)c2ccc3c(c2)OCCO3)CC1,-3,0,-1,8,-0.4,4,-4,-5,2
Cc1ccc(-c2nnc(N3CCC(C)CC3)c3ccccc23)cc1,53*,18,8,44,2.4,13,21,0,18
CCOCCn1ccc2c(OCC(=O)Nc3ccccc3OC)cccc2c1=O,15,19,-3,8,1.5,8,4,2,-6
CN1N=C(C(=O)N2CCc3c([nH]c4ccccc34)C2c2c(F)cccc2Cl)CCC1=O (stereo unspecified),19,5,-4,3,1.1,5,9,-1,-8
CCCOc1ccc(C2CC(=O)NC2=O)cc1 (stereo unspecified),6,4,-2,7,-0.8,-4,4,-3,-5
CCN1CCN(CCCNC(=O)Cn2nc(C)n3nc(-c4ccccc4)cc3c2=O)CC1,2,18,0,4,2.1,4,6,-1,1
NC12CC3CC(C1)CC(CO)(C3)O2,3,15,-4,-21,0.7,16,10,-1,-2
O=C(CN1CCOCC1)Nc1nc(-c2ccccc2Cl)cs1,26,9,-1,-4,-0.5,18,6,-1,-3
O=C(NCc1ccc(F)cc1)C(=O)NCC1OCCN1S(=O)(=O)c1ccc2c(c1)OCCO2 (stereo unspecified),-20,8,-1,-3,-0.7,13,-3,-3,-1
CN(CC(=O)Nc1cccc(F)c1)C(=O)CCN1C(=O)C2CC=CCC2C1=O (stereo unspecified),1,-10,-1,11,-0.3,-8,-6,-3,-2
COc1cccc(C(=O)OCc2cc(=O)oc3c(C)c(C)ccc23)c1OC,1,10,5,-18,1.3,-11,-5,0,-4
CC1Oc2ccccc2N(Cc2cccnc2)C1=O (stereo unspecified),-13,-6,5,-2,-0.4,18,2,-3,-3
CCOC(=O)N1CCN(Cc2nc(C3CC3)no2)CC1,4,14,-2,-10,0.1,22,6,-3,4
O=C(c1cccn2c(=O)c3cc(Cl)ccc3nc12)N1CCN(Cc2ccc3c(c2)OCO3)CC1,28,14,4,13,13,1,-7,-4,3

# Some of these compounds in order of heavy-atom count, ascending:
SMILES,tim23-1 inh,APJ antag,UPR XBP1 act,CCR6 antag,CHOP UPR activ,Mdm2-MdmX inh,EBI2 antag,APJ ag,CXCR6 inh
CCOC(=O)N1CCN(Cc2nc(C3CC3)no2)CC1,4,14,-2,-10,0.1,22,6,-3,4
Cc1ccc(-c2nnc(N3CCC(C)CC3)c3ccccc23)cc1,53*,18,8,44,2.4,13,21,0,18
CNC(=O)COC(=O)C1CCN(S(=O)(=O)c2ccc3c(c2)OCCO3)CC1,-3,0,-1,8,-0.4,4,-4,-5,2
O=C(CCN1C(=O)C2CC=CCC2C1=O)Nc1nc(-c2ccc(F)c(F)c2)cs1 (stereo unspecified),13,6,-2,2,2.3,-6,-4,2,-1
O=C(NCc1ccc(F)cc1)C(=O)NCC1OCCN1S(=O)(=O)c1ccc2c(c1)OCCO2 (stereo unspecified),-20,8,-1,-3,-0.7,13,-3,-3,-1

# The list continues.
SMILES,tim23-1 inh,APJ antag,UPR XBP1 act,CCR6 antag,CHOP UPR activ,Mdm2-MdmX inh,EBI2 antag,APJ ag,CXCR6 inh
COC(=O)N/N=C/c1cccs1,4,-1,1,2,-0.1,17,-2,0,2
COc1cc(OC)cc(C(C)=O)c1,6,-18,4,-5,6.1,-5,-9,-2,6
COc1ccc(C(=O)N/N=C(/C)c2cccc(NC(=O)c3ccncc3)c2)cc1OC,-15,4,-4,9,-1.7,-20,-6,3,-6
Cc1ccnc2nc(C(=O)OCC(=O)c3ccccc3)nn12,-6,2,2,8,0.6,8,10,-1,2
CC1CC(=O)Nc2ccccc2N1C(=O)CN1CCN(c2ccccc2)CC1 (stereo unspecified),16,4,2,-6,0.5,7,0,2,-1
Cc1cc(=O)oc2cc(OCC(=O)OCC(=O)NC(C)C)ccc12,-2,14,-1,4,0.6,-4,-4,-2,1
C=CCNC(=O)C1CC2Cn3c(nc4ccccc43)C2N1C (stereo unspecified),-2,18,0,-5,-0.7,-30,-11,0,-6
CCOc1cc(Br)c(CN2C(=O)NC3(CCCCCC3)C2=O)cc1OCC,33,14,1,5,1.7,-11,1,0,-3
CC(NC(=O)c1ccco1)c1nc(-c2ccc(Cl)cc2)no1 (stereo unspecified),6,7,-4,6,1.0,12,-5,-1,4
CC(=O)N/C(=C\c1ccccc1)C(=O)OC/C=C/c1ccccc1,25,1,-2,17,0.1,28,5,3,8
CCCCC(CC)CNC(=O)c1cccs1 (stereo unspecified),26,10,-4,6,1.3,7,-11,0,2
COc1nc(Oc2ccc(=O)[nH]n2)nc(N2CCOCC2)n1,10,-14,-1,-11,-0.9,8,-2,-3,1
Cc1ccccc1S(=O)(=O)c1c(C)cc(C)n(CC(C)C)c1=O,20,5,0,0,-0.4,-14,14,-4,-1
C1=C(CCNC2=NCCCCC2)CCCC1,13,6,-1,7,-1.5,-26,-15,5,-2
Cc1nc2sc3c(c2c(=O)n1/N=C/c1ccco1)CCCC3,17,6,-2,5,0.0,14,-7,-6,2
CCOc1ccccc1C(=O)Oc1ccc2ccc(=O)oc2c1,68*,9,-2,0,1.9,9,-5,-3,-6
COC(=O)c1c(NC(C)=O)sc(C(=O)Nc2ccccc2F)c1C,7,7,-1,19,1.9,12,15,-3,-1
C=CCOC(=O)CC(NC(=O)c1ccccc1)c1ccccc1 (stereo unspecified),14,17,0,9,-0.5,-18,-3,0,8
CCOCC(=O)Nc1ccccc1C(=O)O,-1,-15,-1,15,0.5,9,-6,-2,-7
COc1ccc(CN2CCNC(=O)C2CC(=O)NCCc2c[nH]c3ccccc23)c(OC)c1 (stereo unspecified),10,8,5,2,0.0,-1,-3,-2,-7
O=C(CN1C(=O)c2ccccc2S1(=O)=O)c1ccc(F)cc1,10,9,-10,0,-7.2,83*,-2,3,-8
COC(C(=O)N/N=C(\C)c1ccc(C(C)(C)C)cc1)c1ccccc1 (stereo unspecified),23,-14,-3,17,2.2,16,65*,-5,5
Cc1ccc(S(=O)(=O)Nc2nc3ccc(S(=O)(=O)N4CCCC4)cc3s2)cc1,8,3,0,3,-0.4,8,5,-1,3
COC(=O)CSc1nnc(-c2cccc(NC(=O)c3ccc(C)cc3)c2)n1C,20,3,-3,-2,-0.8,25,11,-3,2
COc1ccc(CNC(=O)c2ccc(NC(=O)C3=CSCCO3)cc2)cc1,-5,-12,5,12,4.7,3,2,-2,-3
CC(=O)c1cc2c(cc1NC(=O)c1cccc(S(=O)(=O)N3CCN(C)CC3)c1)OCO2,15,-3,1,15,-0.7,14,-2,-1,3
CCCn1nnnc1SCC(=O)NCc1ccccc1,14,-18,-4,-8,-0.2,18,-6,4,0
CCc1nnc(NC(=O)CSc2nc(-c3ccccc3)cc(-c3ccc(F)cc3)c2C#N)s1,9,2,1,4,-0.9,15,-8,-3,0
Cn1c(CCC(N)=O)nnc1SCC(=O)Nc1cc(S(=O)(=O)N2CCCC2)ccc1Cl,-4,10,-2,6,-0.2,18,-3,-4,4
Cc1nc(N2CCN(C)CC2)c2c3c(sc2n1)CCCC3,-11,0,-2,8,-0.8,11,-9,5,2
Cc1ccc(NC(=O)[C@H](C)NC(=O)C2CCN(C(=O)[C@@H](N)CC(C)C)CC2)cc1,-4,10,4,11,0.8,6,7,-1,-1
C=CCCCOc1ccc(C(=O)O)cc1,9,-4,-2,14,-1.2,25,1,-6,0
Nc1cc(=O)[nH]c(SCC(=O)NCCC2=CCCCC2)n1,11,2,-1,3,0.9,-1,0,-6,0
O=C(NCc1ccccc1Cl)C1CCCN1S(=O)(=O)c1ccc(F)cc1 (stereo unspecified),28,-23,-6,7,2.0,-12,4,-2,-2
COc1ccc(Nc2nc(NCc3ccco3)nc(N3CCOCC3)n2)cc1,-5,-3,2,5,2.6,-3,2,-2,-5
O=c1ccn(Cc2ccccc2)c(=O)n1Cc1ccccc1,5,17,0,-9,-1.6,1,4,12,1
CN(C)CC(C)(C)CNC(=S)Nc1cc(S(=O)(=O)N2CCOCC2)ccc1Cl,-4,17,1,8,-0.9,15,-2,0,9
O=C1C2C3C=CC(C3=C3CCCCC3)C2C(=O)N1Cc1ccccc1 (stereo unspecified),30,6,-3,17,0.8,-10,-9,2,-10
CN(C)S(=O)(=O)c1cccc(C(=O)NC2CCCc3ccccc32)c1 (stereo unspecified),-8,-6,0,8,0.7,-7,-5,-3,-2
